# Pin1 inhibitor = qHTS Assay to Find Inhibitors of Pin1 | AID 504891, 2011 | hit rate 0.009% among 390,000 | Potency, µM (titrated, usually from 115 µM), inactives show at the highest dose activity, negative = inhibition, most hits filed as inhibitors | Pin1 FP peptide displacement, HiFluor488, 10 min; active means well fitted inhibition curve with a large enough effect in the polarisation, with a control signal flat, not every such curve was filed as active; inconclusive means small, poorly fitted or top-dose-only effect, or effect the other way, or a change in a side signal; inactive means no such curve, though single readings can be large or run the other way; the % refers to the polarisation; further: potency means the concentration at half of the fitted maximal effect; on the % scale 0 is the no-effect control and ±100 the full control effect
# Target sequence (Q13526 whole entry, looked up): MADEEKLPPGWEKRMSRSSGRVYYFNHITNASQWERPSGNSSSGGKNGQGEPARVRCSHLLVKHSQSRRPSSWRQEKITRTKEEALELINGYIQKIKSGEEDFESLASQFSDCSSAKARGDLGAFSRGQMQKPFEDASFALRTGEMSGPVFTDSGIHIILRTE
# D2 antag = HTS Assay for Allosteric Antagonists of the Human D2 Dopamine Receptor: Primary Screen for Antagonists; D(2) dopamine receptor (Homo sapiens), P14416; HEK293 TREx D2 cells, calcium flux, dopamine EC80; inhibition, % at 10 µM; hit rate 2% among 340,000; AID 485344, 2010; in the data active means inhibition above about 30%; further: 0% is about no effect
# Target sequence (P14416 whole entry, looked up): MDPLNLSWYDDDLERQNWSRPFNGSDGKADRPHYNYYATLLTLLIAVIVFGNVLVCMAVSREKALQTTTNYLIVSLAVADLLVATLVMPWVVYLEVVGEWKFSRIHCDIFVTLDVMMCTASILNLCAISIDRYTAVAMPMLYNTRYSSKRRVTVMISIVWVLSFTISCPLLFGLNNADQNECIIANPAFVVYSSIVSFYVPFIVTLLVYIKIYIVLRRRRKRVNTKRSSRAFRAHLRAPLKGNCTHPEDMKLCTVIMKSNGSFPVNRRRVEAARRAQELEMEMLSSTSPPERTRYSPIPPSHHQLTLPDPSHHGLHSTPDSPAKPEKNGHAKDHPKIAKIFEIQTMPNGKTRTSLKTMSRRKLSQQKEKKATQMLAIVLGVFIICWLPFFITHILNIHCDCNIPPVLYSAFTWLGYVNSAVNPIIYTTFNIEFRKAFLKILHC
#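 Tetracycline-induced HEK293 T-REx cells expressing D2 force-coupled to calcium signalling were dye-loaded, exposed to compound for 180 s, then challenged with an EC80 of dopamine; calcium flux was followed kinetically for a further 180 s.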
# TRHR PAM = qHTS for Small Molecule Agonists and Allosteric Enhancers of Human TRH Receptor: Primary Screen for Enhancers; AID 493056, 2011; Thyrotropin-releasing hormone receptor (Homo sapiens), P34981; TRHR cells, fluo-8 calcium fluorescence, EC20 TRH enhancement; hit rate 0.66% among 360,000; enhancement, % at 2 µM; in the data active means enhancement above about 30%; further: 0% is about no effect
#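 Enhancer read-out: after compound pinning and an initial kinetic agonist-mode read, an EC20 of TRH (10 nM final) was injected and fluo-8 calcium signal (Ex 480/Em 530) followed at 1 s/cycle for 100 cycles in TRHR-expressing cells.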
# D2 agonist = HTS Assay for Allosteric Agonists of the Human D2 Dopamine Receptor: Primary Screen for Agonists | D(2) dopamine receptor (Homo sapiens), P14416 | HEK293 T-REx D2 cells, calcium flux agonist mode | activation, % at 2 µM | hit rate 0.53% among 340,000;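 active means activation over 3 SD above normal in the single-dose calcium agonist read, cut at about 30% in these data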; further: 0% is about no effect
#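 Tetracycline-induced HEK293 Trex cells with D2 receptor force-coupled to calcium signaling, plated overnight at 30 C and loaded with no-wash calcium dye. Calcium flux read kinetically for 180 s after compound addition; responses flag agonists.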
# TrxR1 inh = qHTS Assay for Inhibitors of Mammalian Selenoprotein Thioredoxin Reductase 1 (TrxR1): qHTS | hit rate 1% among 390,000 | AID 588453, 2011 | Potency, µM (doses to about 114 µM), for the others: top-dose activity change, negative = inhibition, usual class: inhibitors | recombinant rTrxR1, NADPH fluorescence consumption, selenite substrate | Thioredoxin reductase 1, cytoplasmic (Rattus norvegicus), O89049; further: potency means the concentration at half of the fitted maximal effect; on the % scale 0 is the no-effect control and ±100 the full control effect; nearly all actives have a fitted effect of over 65% in size
#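 Rat TrxR1 (90 nM in the dispensed reagent) was pre-reduced with 400 uM NADPH for 5 min at room temperature, then incubated with compound for 15 min. After 400 uM selenite was added, NADPH fluorescence (Ex 340/Em 450 nm) was followed for 8 min.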
# TrxR1 substrate = qHTS Assay for Substrates of Mammalian Selenoprotein Thioredoxin Reductase 1 (TrxR1): qHTS; purified TrxR1 substrate turnover, NADPH consumption readout; hit rate 0.01% among 390,000; Thioredoxin reductase 1, cytoplasmic (Rattus norvegicus), O89049; Potency, µM (series often up to 114 µM), without a hit: top-dose activity change, negative = substrate turnover; further: potency means the concentration at half of the fitted maximal effect; on the % scale 0 is the no-effect control and ±100 the full control effect; nearly all actives have a fitted effect of over 50% in size
#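 Rat TrxR1, dispensed at 90 nM, was prereduced with 400 uM NADPH (final) for 5 min at ~22 deg C, then incubated with compound 15 min before 400 uM selenite. A first-read NADPH fluorescence drop versus no-compound background flagged substrates.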
# USP1-UAF1 inh = Inhibitors of USP1/UAF1: Primary Screen | hit rate 0.23% among 390,000 | recombinant USP1/UAF1, Ub-Rhodamine cleavage fluorescence | Potency, µM (doses to about 57.1 µM), without a hit: top-dose activity change, negative = inhibition, usual class: inhibitors | AID 743255, 2014 | Ubiquitin carboxyl-terminal hydrolase 1 (Homo sapiens), O94782; further: potency means the concentration at half of the fitted maximal effect; on the % scale 0 is the no-effect control and ±100 the full control effect; nearly all actives have a fitted effect of over 60% in size; inactives centre near -12
#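 1 nM enzyme complex + cpd, 15 min RT; start with Ub-Rho 150nM final; kinetic fluorescence ex 480/em 540, 6 reads q60 s. Buffer 50mM HEPES pH 7.8, 0.5mM EDTA, 0.1 mg/ml BSA, 1mM TCEP, 0.01% Tween-20.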
# mIDH1 inhibitor = qHTS for Inhibitors of mutant isocitrate dehydrogenase 1 (IDH1): qHTS | AID 602179, 2012 | Potency, µM (titrated, usually from 76.6 µM), for inactives: at the highest dose activity change, negative = inhibition, usual class: inhibitors | hit rate 0.093% among 390,000 | IDH1-R132H enzyme, NADPH consumption, diaphorase/resazurin fluorescence; further: potency means the concentration at half of the fitted maximal effect; on the % scale 0 is the no-effect control and ±100 the full control effect; nearly all actives have a fitted effect of over 65% in size
# Target sequence (O75874 whole entry R132H, stated change not applied): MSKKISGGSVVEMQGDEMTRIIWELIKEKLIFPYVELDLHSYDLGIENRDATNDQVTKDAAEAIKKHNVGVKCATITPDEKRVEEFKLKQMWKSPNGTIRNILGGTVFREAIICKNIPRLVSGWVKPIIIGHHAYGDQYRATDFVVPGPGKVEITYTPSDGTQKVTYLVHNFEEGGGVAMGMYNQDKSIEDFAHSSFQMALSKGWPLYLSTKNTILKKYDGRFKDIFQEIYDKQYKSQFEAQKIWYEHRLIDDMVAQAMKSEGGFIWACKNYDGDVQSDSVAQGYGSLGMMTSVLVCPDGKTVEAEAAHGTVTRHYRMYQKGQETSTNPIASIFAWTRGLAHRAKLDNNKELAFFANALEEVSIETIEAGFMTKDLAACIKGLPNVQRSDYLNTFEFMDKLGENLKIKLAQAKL
#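 IDH1-R132H (0.5 ug/mL) preincubated 30 min with compound, then NADPH (0.016 mM) and alpha-KG (2 mM) added; 80 min at RT, pH 7.5. Remaining NADPH coupled via diaphorase/resazurin to fluorescence (540/590 nm); concentration-response curves normalized to no-enzyme control.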
# TRHR agonist = qHTS for Small Molecule Agonists and Allosteric Enhancers of Human TRH Receptor: Primary Screen for Agonists; hit rate 0.18% among 360,000; TRHR cells, calcium flux fluo-8, FDSS agonist mode; activation, % at 2 µM; AID 493084, 2011; Thyrotropin-releasing hormone receptor (Homo sapiens), P34981; in the data active means activation above about 30%; further: 0% is about no effect
#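 In this calcium-flux screen, cells bearing human TRHR are dye-loaded with fluo-8, baselined for 10 cycles, then exposed to library compounds; positive kinetic calcium responses during the agonist phase mark hits, with TRH as control.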
# * marks the source's active call; other numbers are inactive results; ? = inconclusive; nt = not tested or not shown; [ ] = dose if it differs, or a comment. Unless noted, the call rests on the fitted dose curve; in most records, active means well fitted inhibition curve with a large enough effect; inconclusive means small, poorly fitted or top-dose-only effect; inactive means no such curve, though single readings can be large or run the other way. An excerpt (hit frequency here may not be typical).
SMILES,Pin1 inhibitor,D2 antag,TRHR PAM,D2 agonist,TrxR1 inh,TrxR1 substrate,USP1-UAF1 inh,mIDH1 inhibitor,TRHR agonist
COc1ccc(S(=O)(=O)c2c(O)c3ccc(C(=O)Nc4ccc(F)cc4F)cc3[nH]c2=O)cc1,6.4%,-5.1,4.2,-0.1,3.6%,-3.7%,-24.4%,-2.5%,0.8
Cc1ccc(-n2nc3c(c2NC(=O)c2c(-c4ccccc4Cl)noc2C)CS(=O)(=O)C3)c(C)c1,-2.3%,-9.7,3.9,-0.7,7.8%,7.2%,-17.0%,2.7%,0.9
CC(C)C1Oc2ccccc2N(CC(=O)N(C)C2CCCCC2)C1=O (stereo not given),5.2%,-5.3,-4.8,0.2,20.6%,1.5%,-1.7%,1.0%,0.4
CCCC(C(=O)Nc1cc(C)c(Cl)cc1OC)N1Cc2ccccc2C1=O (stereo not given),-2.2%,nt,9.3,0.5,2.8%,-1.9%,-21.9%,-9.2%,-0.2
O=C(CN1c2cccc3cccc(c23)S1(=O)=O)NCc1ccc(F)cc1,1.5%,nt,nt,nt,-13.3%[57.1 µM],11.5%[57.1 µM],1.4%,-1.6%,nt
NS(=O)(=O)c1cccc(NS(=O)(=O)c2ccc(/C=C/C(=O)OCC(=O)c3ccc(Br)cc3)cc2)c1,3.2%,0.5,-1.7,-0.2,16.0%[57.1 µM],0.7%[57.1 µM],-19.0%,1.5%,0.1
CC(C)(C)OC(=O)C[C@H]1C/C=C\C[C@@H](CC(=O)NCCO)C(=O)N[C@H](Cc2ccccc2)COC1=O,-7.2%,nt,nt,nt,7.9%,1.5%,-15.8%,-7.8%,nt
CC(=O)n1ccnc1,-7.1%,0.3,-6.2,0.6,11.8%,4.8%,-23.4%,-1.5%,-0.6
Cc1ccc(-n2c(C)cc(C(=O)COC(=O)c3ccc[nH]c3=O)c2C)cc1,-1.3%,2.1,-2.3,-1.6,-4.5%,-8.3%,-17.5%,2.0%,-1.1
Cc1[nH]c(-c2ccc(F)cc2)cc1C(=O)N1CCN(c2ccccc2)CC1,0.4%,-2.5,-0.4,0.7,10.3%,3.2%,-17.8%,4.6%,0.6
O=C(NC(=S)NCc1cccnc1)c1ccccc1F,-10.6%,24.0,-2.4,-1.2,6.3%,-1.3%,?,0.0%,-0.2
CC1CN(N=Cc2ccc([N+](=O)[O-])o2)C(=N)O1 (stereo not given),-10.0%,nt,nt,nt,35.5µM*,-11.9%,-31.3%,10.9%,nt
CCOc1ccc(C(=O)Nc2c(C(=O)N3CCC(N4CCCCC4)CC3)oc3ccccc23)cc1,11.0%,0.5,-2.8,0.3,30.6%,9.8%,-5.3%,-7.0%,-0.2
CC1CN(C(=O)c2ccc(-c3cccc(C(F)(F)F)c3)o2)CC(C)O1 (stereo not given),1.1%,17.6,-5.3,-0.3,?,-6.1%,-9.0%,11.1%,0.0
COc1ccc(C)cc1NC(=O)CSc1nnc2ccc(-c3ccccn3)nn12,5.6%,24.5,2.3,0.3,11.8%[57.1 µM],2.4%[57.1 µM],-6.9%,6.4%,-0.4
COC(=O)c1sc(NC(=O)c2ccc([N+](=O)[O-])o2)c(C#N)c1C,?,7.8,-10.6,9.1,14.1µM*,?,-10.7%,3.3%,1.5
COc1ccc(OCC(=O)N2CCc3c([nH]c4ccccc34)C2c2ccccn2)cc1 (stereo not given),-2.0%,-0.9,11.2,1.4,28.3%,9.2%,-18.8%,3.5%,0.1
Cc1cccnc1NC(=O)CCc1c[nH]c2ccccc12,-12.6%,31.2*,4.8,0.4,11.2%,-1.9%,-5.8%,0.0%,0.1
CCOC(=O)c1nc(Nc2ccc(N3CCOCC3)cc2)c2ccccc2n1,10.8%,5.1,3.8,0.5,-7.0%[57.1 µM],-4.7%,2.6%,3.6%,-0.4
O=C(O)c1ccc2c(c1)c1c3n2CCNC3CCC1 (stereo not given),-0.9%,15.8,-7.0,-1.2,14.5%,17.9%,-14.0%,17.0%,-0.2
Cc1c(NC(=O)N2CCCCCC2)c(=O)n(-c2ccccc2)n1C,-5.9%,-7.2,4.9,-0.4,18.8%,12.0%,-10.6%,7.9%,0.1
Cc1cc(C(=O)OCC(=O)N2c3ccccc3NC(=O)C2(C)C)c(C)n1-c1ccccc1,9.0%,8.0,-0.8,-0.6,7.3%[57.1 µM],1.3%[57.1 µM],-16.4%,-2.1%,-0.3
O=C(Cn1cc(C(F)(F)F)cc(Cl)c1=O)Nc1cc(Cl)cc(Cl)c1,8.9%,11.7,5.4,1.1,22.0%,0.2%,-3.6%,2.7%,2.5
O=C(CSc1nnc(SCc2ccc(Cl)cc2)s1)c1ccc2c(c1)OCO2,23.9%,-5.4,3.9,1.8,-8.2%,-3.5%,-8.7%,0.5%,1.9
S=c1[nH]nc(CNc2cccc(Cl)c2)o1,-2.4%,-11.0,-5.2,0.7,19.6%[57.1 µM],7.0%[57.1 µM],0.6%,-3.1%,0.2

# Taken from above:
# `O=C(CN1c2cccc3cccc(c23)S1(=O)=O)NCc1ccc(F)cc1` in TrxR1 substrate shows 11.5%[57.1 µM]
# `Cc1ccc(-n2c(C)cc(C(=O)COC(=O)c3ccc[nH]c3=O)c2C)cc1` in D2 antag shows 2.1

# Additional records follow:
SMILES,Pin1 inhibitor,D2 antag,TRHR PAM,D2 agonist,TrxR1 inh,TrxR1 substrate,USP1-UAF1 inh,mIDH1 inhibitor,TRHR agonist
COc1ccc2c(c1)C(=O)N(c1ccccc1)C(=O)C2,?,13.4,3.6,0.5,-14.1%,32.5%,-18.6%,2.7%,-0.5
Cc1ccc(CC2CC(=O)N(CCc3ccccc3)C2=O)cc1 (stereo not given),-3.2%,-2.4,5.2,-0.7,12.8%[57.1 µM],5.3%[57.1 µM],?,8.4%,-0.2
CC1CC(=O)N(c2ccc(NCCc3ccccc3)c([N+](=O)[O-])c2)C1=O (stereo not given),8.7%,-11.0,-6.0,-1.3,13.0%,-1.1%,-18.2%,8.2%,-2.2
CC1CCCC(C)N1C(=O)COC(=O)c1c[nH]c2ccccc12 (stereo not given),-0.4%,4.7,7.4,0.3,17.2%,-7.4%,-10.4%,1.3%,1.6
O=C(Nc1ccc(-c2nc3cc(NC(=O)c4cccs4)ccc3o2)cc1)c1cccs1,?,nt,nt,nt,28.0%,38.0%[activator],-13.9%,-0.4%,nt
CN(C)c1ccc(CN2CCC(C(N)=O)CC2)cc1,-4.0%,5.3,1.3,1.0,14.6%,-4.0%,-12.8%,-1.9%,0.1
C/C=C\C(=O)Nc1cccc(C2=NOC3(C2)C[C@H](C(N)=O)N(C(=O)/C=C/CC)C3)c1 (stereo not given in full),-9.1%,13.3,-1.4,0.0,1.0%,1.9%,-7.7%,6.4%,-0.1
NC(=O)CSc1nnc(-c2ccncc2)n1CCc1ccccc1,2.5%,-0.4,0.7,-0.7,8.3%[57.1 µM],10.5%[57.1 µM],-1.6%,0.4%,0.2
CCS(=O)(=O)c1nc(S(=O)(=O)c2ccc(C)cc2)c(NCc2ccc(Cl)cc2)s1,15.9%,nt,0.7,0.1,-14.6%,-14.6%,1.2%,-6.3%,-1.7
Cc1ccc2c(c1)S/C(=C/c1ccc[n+](C)c1)N2CCO,0.5%,-37.9,-1.1,0.1,-65.9%[57.1 µM],-11.6%,-11.4%,0.0%,-0.1
CN(C)S(=O)(=O)c1cccc(NC(=O)c2ccc3nccnc3c2)c1,2.1%,2.6,6.3,0.1,3.7%,0.2%,-2.6%,3.5%,0.0
CC(C)COC(=O)N(C)c1ccc(C(O)(C(F)(F)F)C(F)(F)F)cc1,2.3%,-0.9,9.6,-0.1,-1.6%[57.1 µM],-4.4%[57.1 µM],-15.6%,3.3%,0.4
O=c1cc(N2CCCCCC2)[nH]c(=O)n1-c1ccccc1Cl,-15.9%,nt,-2.2,nt,8.4%,-3.0%,-3.1%,-3.9%,0.0
N=C1/C(=C\c2ccc(OCc3ccccc3)cc2)C(=O)N=C2SC(N3CCCC3)=NN12,nt,-4.9,-9.6,0.7,nt,nt,nt,nt,-1.1
CC(Sc1nnc(-c2ccccc2F)n1C1CC1)C(N)=O (stereo not given),-0.5%,-2.2,1.2,1.3,7.2%[57.1 µM],3.8%[57.1 µM],-5.7%,-3.1%,0.1
COc1cc2c(cc1NC(=O)CCC(=O)O)oc1ccccc12,0.4%,3.1,2.6,-1.3,7.2%,-0.8%,-14.2%,3.2%,0.0
CCC(C)Sc1cc(-c2nc3ccc(C)cn3c2NCc2ccccc2)ccc1OC (stereo not given),-0.4%,nt,nt,nt,98.2%[activator][57.1 µM],116.8%[activator][57.1 µM],-12.7%,15.9%,nt
O=C(C1=NN(c2ccccc2)C2C(=O)N(c3ccccc3)C(=O)C12)c1ccccc1 (stereo not given),?,7.1,-5.0,10.3,10.5%,-1.8%,-22.0%,-1.2%,33.0*
